WRN helicase inh: qHTS for Inhibitors of WRN Helicase; Bifunctional 3'-5' exonuclease/ATP-dependent helicase WRN (Homo sapiens), Q14191; WRN helicase unwinding, fluorescent forked duplex, kinetic; Potency, µM (series often up to 114 µM), for inactives: top-dose activity change, negative = inhibition, most hits filed as inhibitors; hit rate 0.46% among 360,000; AID 651768, 2012; also: potency is read from the fitted curve at half-maximal effect; % is scaled to controls: 0 for no effect and ±100 for the full control effect; nearly all actives have a fitted effect of over 55% in size
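WRN at 20 nM final was preincubated with compound for 15 min at room temperature; reaction started with 100 nM forked duplex oligonucleotide carrying fluorophore and quencher plus 2 mM ATP (final). Unwinding followed kinetically by red fluorescence (ex 525/em 598 nm).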
EPAC1 antag: qHTS for Antagonist of cAMP-regulated guanine nucleotide exchange factor 3 (EPAC1): primary screen; EPAC1 GEF assay, Rap1b-BODIPY-GDP exchange fluorescence; AID 720709, 2013; hit rate 0.14% among 360,000; Potency, µM (series often up to 115 µM), inactives show at the highest dose activity change, negative = inhibition, hits mostly inhibitors;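 also: potency is read from the fitted curve at half-maximal effect; plate controls were vehicle for no effect and positive control for full effect; nearly all actives have a fitted effect of over 50% in size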
PLK1 PBD inh: qHTS for Inhibitors of PLK1-PDB (polo-like kinase 1 - polo-box domain): Primary Screen | Serine/threonine-protein kinase PLK1 (Homo sapiens), P53350 | Plk1 PBD binding of FITC phosphopeptide, fluorescence polarization | Potency, µM, inactives show max response, negative = inhibition, hits mostly inhibitors | hit rate 2.8% among 360,000; also: potency is read from the fitted curve at half-maximal effect; series mostly up to about 57 µM; % is scaled to controls: 0 for no effect and ±100 for the full control effect; nearly all actives have a fitted effect of over 65% in size
Target sequence (P53350 whole entry, looked up, the tested form may be a part): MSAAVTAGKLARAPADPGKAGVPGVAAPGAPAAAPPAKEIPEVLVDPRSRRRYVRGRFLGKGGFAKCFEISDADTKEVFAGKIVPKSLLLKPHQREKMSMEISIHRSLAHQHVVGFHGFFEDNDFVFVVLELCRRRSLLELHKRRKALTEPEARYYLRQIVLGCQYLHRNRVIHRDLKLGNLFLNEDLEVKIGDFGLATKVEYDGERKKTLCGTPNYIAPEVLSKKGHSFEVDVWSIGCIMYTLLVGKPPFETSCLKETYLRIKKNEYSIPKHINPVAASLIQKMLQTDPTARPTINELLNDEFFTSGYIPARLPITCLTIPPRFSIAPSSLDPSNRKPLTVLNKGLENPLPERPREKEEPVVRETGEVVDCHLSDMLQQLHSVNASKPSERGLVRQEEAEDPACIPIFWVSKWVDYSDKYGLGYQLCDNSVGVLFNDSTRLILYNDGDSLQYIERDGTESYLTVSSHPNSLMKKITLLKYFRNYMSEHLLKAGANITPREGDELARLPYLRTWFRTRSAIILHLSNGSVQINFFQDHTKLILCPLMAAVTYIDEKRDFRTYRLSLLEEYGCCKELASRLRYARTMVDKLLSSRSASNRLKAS
EPAC2 antag: qHTS for Antagonist of cAMP-regulated guanine nucleotide exchange factor 2 (EPAC2): primary screen | Rap guanine nucleotide exchange factor 4 (Homo sapiens), Q8WZA2 | EPAC2 GEF exchange of Rap1B-BODIPY-GDP, fluorescence | Potency, µM (highest dose often 114 µM), inactives show at the highest dose activity, negative = inhibition, actives largely listed as inhibitors | hit rate 0.18% among 360,000 | AID 720708, 2013; also: potency is read from the fitted curve at half-maximal effect; % is scaled to controls: 0 for no effect and ±100 for the full control effect; nearly all actives have a fitted effect of over 45% in size; many of its hits are not listed in these tables
Mm-Cpn inhibitor: Inhibitors of TCP-1 ring complex (TRiC) of Methanococcus maripaludis (MmCpn): qHTS; AID 504842, 2011; hit rate 0.031% among 330,000; purified Mm-Cpn ATPase, ADP Transcreener TR-FRET; Chaperonin Mm-Cpn (Methanococcus maripaludis); Potency, µM (highest dose often 76.9 µM), for inactives: top-dose activity, negative = inhibition, hits mostly inhibitors; also: potency is read from the fitted curve at half-maximal effect; % is scaled to controls: 0 for no effect and ±100 for the full control effect; nearly all actives have a fitted effect of over 80% in size
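ATPase read-out: TR-FRET ADP immunoassay (anti-ADP Eu cryptate vs ADP-d2), ex 320 nm, em 590/665 nm; signal drops as ADP forms. Enzyme 25 nM, ATP 10 uM, 30 min at 37°C after 10 min compound preincubation.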
EPAC1 ag: qHTS for Agonist of cAMP-regulated guanine nucleotide exchange factor 3 (EPAC1): primary screen | Rap guanine nucleotide exchange factor 3 (Homo sapiens), O95398 | EPAC1 agonist qHTS, biochemical assay; response scale: 100% = response to 6.5 mM cAMP | Potency, µM (series often up to 154 µM), inactives show at the highest dose activation, actives largely listed as activators | hit rate 0.073% among 360,000 | AID 720707, 2013; also: potency is read from the fitted curve at half-maximal effect; nearly all actives have a fitted effect of over 60% in size
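Nucleotide exchange assay: 100 nM EPAC1 with 250 nM Rap1B loaded with BODIPY-GDP and 50 uM GDP, room temperature. Fluorescence (480/540 nm) read every 5 min for 30 min; signal change normalized to 6.5 mM cAMP as full agonist.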
PI5P4Ka inh: qHTS for Inhibitors of phosphatidylinositol 5-phosphate 4-kinase (PI5P4K); PI5P4Kalpha enzyme, ADP-Glo luminescence, 60 min; active compounds read low; max response, %; hit rate 1.2% among 330,000; AID 652105, 2013; active = max response of -50% or lower; inconclusive = between -30% and -50%; inactive = -30% or higher; also: value at the top dose of about 77 µM; % is scaled to controls: 0 for no effect and ±100 for the full control effect
Target sequence (P48426 whole entry, looked up): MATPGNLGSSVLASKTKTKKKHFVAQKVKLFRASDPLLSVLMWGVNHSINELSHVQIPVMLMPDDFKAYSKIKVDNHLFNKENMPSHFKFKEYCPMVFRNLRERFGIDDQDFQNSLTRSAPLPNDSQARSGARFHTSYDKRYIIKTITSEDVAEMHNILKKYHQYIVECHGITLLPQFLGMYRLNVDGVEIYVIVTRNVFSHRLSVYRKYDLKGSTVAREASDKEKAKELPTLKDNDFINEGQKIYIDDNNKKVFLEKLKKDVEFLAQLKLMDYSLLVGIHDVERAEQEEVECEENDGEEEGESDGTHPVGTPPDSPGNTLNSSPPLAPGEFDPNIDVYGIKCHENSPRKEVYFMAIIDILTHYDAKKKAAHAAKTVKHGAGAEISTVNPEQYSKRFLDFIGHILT
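Single end-point luminescence (ADP-Glo) quantified ADP from PI5P4Kalpha turnover; ATP 5 microM final, 1 h at RT, 0.1% CHAPS and 0.28 mM EGTA in HEPES pH 7.4.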
CCT chaperon mod: High-Throughput Screening for Modulators of Cytosolic Chaperonin Activity. hit rate 0.3% among 360,000. purified chaperonin ATPase assay, HTRF ADP detection, 30 min. activity change, % (concentration not given with the values), hits read low; in the data active = activity change below about -30%; also: % is scaled to controls: 0 for no effect and ±100 for the full control effect
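TRiC (40 or 20 nM final, by batch activity) in 30 mM Tris pH 7.4, 100 mM KCl, 5 mM MgCl2, 1 mM DTT was treated with compound at 76 uM single dose, then 10 uM ATP, 30 min at 37 °C. ADP was read by HTRF Transcreener.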
* = called active by the depositor; ? = inconclusive; / = no result given; [ ] = dose if it differs, or a comment. Unless noted, calls follow the shape of the dose curve; as a rule, active = well fitted curve in the direction sought with a large enough effect; inconclusive = small, poorly fitted or top-dose-only effect, or another doubt; inactive = no such curve, though single readings can be large; an effect the other way counts as inactive or inconclusive. Not all compounds are listed; rates above refer to the full screens.

Values run as follows: WRN helicase inh | EPAC1 antag | PLK1 PBD inh | EPAC2 antag | Mm-Cpn inhibitor | EPAC1 ag | PI5P4Ka inh | CCT chaperon mod
> COc1cccc(-n2c(=O)c3ccccc3n3c(=S)[nH]nc23)c1
  2% | 7% | -14% | 2% | -1% | 14% | -3 | 0.3
> Cc1ccc(-c2n[nH]c(=O)c3ccccc23)cc1S(=O)(=O)N(C)C
  7% | 13% | 1% | 3% | -1% | 4% | -1 | -2.3
> CCC1CCCCN1CCCNC(=O)c1ccc2c(c1)N(Cc1c(F)cccc1Cl)C(=O)CS2 (centres undefined)
  4% | 8% | -3% | 3% | -10% | -8% | -7 | 0.0
> Cc1cc(C)n(CCN(C)C(=O)CCc2nnc(CCC3CCCCC3)o2)n1
  5% | -6% | 5% | 6% | 1% | -2% | 13 | -1.4
> COc1cc(NC(=O)CN2CCN(C(=O)C3CCCO3)CC2)c(OC)cc1Cl (centres undefined)
  -33% | -5% | -9% | 2% | 3% | 1% | -8 | -1.5
> CN1OC[C@@H]2CN(S(=O)(=O)c3ccccc3)[C@H](c3ccccc3Br)C[C@@H]21
  6% | 11% | 1% | 1% | / | -3% | 3 | 0.3
> COc1cc(NC(=O)C2=COCCO2)c(OC)cc1Cl
  -15% | 10% | -10% | 11% | 0% | 0% | 3 | 1.7
> NC(=O)C1CCN(C(=O)CN2CCc3ccccc32)CC1
  ? | -11% | -2% | -3% | -1% | 1% | 3 | -1.5
> CCN(C(=O)COC(=O)Cc1c(F)cccc1Cl)c1c(N)n(Cc2ccccc2)c(=O)[nH]c1=O
  -2% | 2% | 5% | 2% | 3% | 4% | -2 | -0.6
> S=C(NCCc1ccccc1)Nc1c(Cl)cccc1Cl
  -5% | -14% | 27µM* | -8% | 0% | 7% | 5 | 1.2
> COc1cc(C(=O)NC(C)c2ccc(-n3ccnc3)cc2)cc(OC)c1C (centres undefined)
  -5% | -11% | -2% | 2% | -5% | -3% | -7 | -1.2
> Cc1ccc(C(C)C)c(OCc2ccc(C(=O)N/N=C/c3ccc(C(=O)O)cc3)cc2)c1
  -10% | -2% | 24µM* | 1% | -1% | 7% | -10 | -3.0
> CS(=O)(=O)N1Cc2cc(C(=O)NCC3CCCCC3)nc(-c3cccc(-c4cccnc4)c3)c2[C@H]1CCO
  -5% | 2% | -3% | -9% | / | 0% | -4 | -0.8
> NS(=O)(=O)c1ccc(CCNC(=O)c2ccc[nH]c2=S)cc1
  -24% | 13% | -6% | -11% | -2% | 11% | ? | -0.8
> COc1ccc(-c2cc(C(=O)O)c3c(C)nn(-c4ccccn4)c3n2)cc1
  -3% | -12% | -2% | 6% | -3% | -2% | 2 | -1.7
> CC(C)(C)NC(=O)NC(=O)COC(=O)C1CCN(S(=O)(=O)c2cccs2)CC1
  -1% | 6% | 7% | -10% | -4% | -4% | -1 | -1.1
> COC(=O)c1ccc2c(c1)NC(=O)C(N1CCCCC1)S2 (centres undefined)
  1% | 11% | -1% | 13% | -2% | -1% | / | 3.5
> COc1ccc(OC)c(S(=O)(=O)N2CCC(C(=O)N3CCCCCC3)CC2)c1
  -1% | -16% | 2% | -8% | 1% | -12% | 2 | 1.5
> Cc1cc(C)c(S(C)(=O)=O)c(S(=O)c2ccc(Cl)cc2)n1 (centres undefined)
  8% | 8% | 0% | 16%[57.1 µM] | 1% | -4% | -2 | -2.5
> CC(=O)Nc1ccc(S(=O)(=O)NC(C)c2ccncc2)cc1 (centres undefined)
  1% | -1% | 1% | 7% | -7% | -7% | 3 | -0.4
> COc1ccc(Br)cc1C(=O)Nc1ccc(C(=O)O)cc1
  2% | 0% | 1% | 5% | -2%[15.4 µM] | 8% | 4 | -1.7
> CC(=O)N/C(=C\c1cccc([N+](=O)[O-])c1)C(=O)NC(C)C
  -20%[57.1 µM] | 23% | -3% | 1% | 2% | 10% | -2 | 0.7
> CCn1c(SCc2nc(-c3ccccc3)no2)nnc1-c1ccco1
  -2% | -17% | -3% | -3% | 1% | 0% | -2 | 1.2
> CCOC(=O)c1cc(S(=O)(=O)N2CCC(C)CC2)cn1C
  9% | -2% | -1% | 5% | -3% | -6% | 0 | -1.8
> CCOc1ccc(-c2nnc(NC(=O)CCCOc3cccc(C)c3)o2)cc1
  -5% | -18% | 0% | -1% | 0% | 2% | 12 | 0.9
> Cc1ccc(NC(=O)CCc2ccccc2)cc1C
  4% | 11% | -13% | -11% | / | 10% | 4 | 0.5
> Cc1ccc2nc(SCC(=O)Nc3ccc(C)c([N+](=O)[O-])c3)[nH]c2c1
  -14% | -8% | -3% | -17% | -2% | 8% | 2 | -1.1
> COc1cc(CN2CCN(S(=O)(=O)c3ccc(F)cc3)CC2)cc(OC)c1OC
  2% | 10% | -12% | 8% | 0% | 2% | / | 0.0
> COCCN(C(=O)COC(=O)c1ccc2c(c1)OCCO2)c1c(N)n(Cc2ccccc2)c(=O)[nH]c1=O
  -2% | -8% | -4% | -9% | -2% | 15% | 0 | 0.3
> COc1ccc(-c2cc(C(=O)NN)n(-c3ccccc3)n2)cc1
  -16%[57.1 µM] | -12% | -2% | -5% | ? | 2% | 4 | -0.9
> CCc1nnc(NS(=O)(=O)c2ccc(NC(=O)/C=C/c3ccccc3Cl)cc2)s1
  -33% | -25% | ? | ? | 3% | -6% | -16 | 0.5
> COC(=O)C=C1CCC2C3CCC4=CC(=O)CCC4(C)C3C(=O)CC12C (centres undefined)
  -9% | 12% | -5% | -5% | / | 11% | 0 | 0.7
> CCNC(=O)c1cc(Cl)ccc1OC
  -10% | -26% | -2% | 6% | ? | -4% | 1 | -1.0
> CCc1ccc(C(=O)OCC(=O)Nc2cccc(S(=O)(=O)NC3=NCCCCC3)c2)cc1
  -6% | -15% | -2% | -10% | 2% | 11% | 2 | -1.9
> O=C(CSc1nc2ccccc2c(=O)n1NC(=O)c1ccccc1)c1ccc(Cl)cc1
  -25% | -12% | -3% | -5% | -6% | 16% | -2 | -0.4
> Clc1cc(NCc2ccccc2)ncn1
  -4% | 9% | 0% | 5% | 0% | -11% | 0 | -0.7
> COc1cc(/C=N/N2CCN(c3ccccc3OC)CC2)ccc1O
  -1% | -3% | -1% | 5% | -4% | 0% | / | 1.2
> N#Cc1c(NC(=O)c2ccc(Br)o2)n(-c2ccccc2)c2nc3ccccc3nc12
  4% | ? | ? | ? | -2% | -14% | -10 | -2.9
> Cc1cccc(NC(=O)NC2CCCCCCC2)c1C
  1% | -27% | -4% | 1% | -1% | 10% | 1 | -0.3
> CCC(=O)N(CC)c1nc(-c2cc(OC)ccc2OC)cs1
  -5% | 25% | -3% | -1% | 3% | -1% | / | 1.5

Structures from the list above that have two or more sulfur atoms (four):
Values run as follows: WRN helicase inh | EPAC1 antag | PLK1 PBD inh | EPAC2 antag | Mm-Cpn inhibitor | EPAC1 ag | PI5P4Ka inh | CCT chaperon mod
> NS(=O)(=O)c1ccc(CCNC(=O)c2ccc[nH]c2=S)cc1
  -24% | 13% | -6% | -11% | -2% | 11% | ? | -0.8
> CC(C)(C)NC(=O)NC(=O)COC(=O)C1CCN(S(=O)(=O)c2cccs2)CC1
  -1% | 6% | 7% | -10% | -4% | -4% | -1 | -1.1
> Cc1cc(C)c(S(C)(=O)=O)c(S(=O)c2ccc(Cl)cc2)n1 (centres undefined)
  8% | 8% | 0% | 16%[57.1 µM] | 1% | -4% | -2 | -2.5
> CCc1nnc(NS(=O)(=O)c2ccc(NC(=O)/C=C/c3ccccc3Cl)cc2)s1
  -33% | -25% | ? | ? | 3% | -6% | -16 | 0.5

(listing goes on)
structure,WRN helicase inh,EPAC1 antag,PLK1 PBD inh,EPAC2 antag,Mm-Cpn inhibitor,EPAC1 ag,PI5P4Ka inh,CCT chaperon mod
COc1ccc(CCC(=O)OCC(=O)NCc2ccccc2)cc1,-14%,-20%,3%,16%,2%,-4%,-5,-3.4
COc1ccc(C(=O)N(C)Cc2ccc(C)o2)cc1OC1CCN(C(C)C)CC1,-29%,22%,-5%,14%,-1%,0%,3,3.2
NCC(c1ccccc1)(c1ccccc1)c1ccccc1,8%,-6%,-6%,4%,1%,1%,6,-2.8
COC(=O)c1ccn(C(=O)c2ccc(Cl)cc2)n1,1%,5%,1%,8%,/,1%,/,-1.1
O=C(COC(=O)Cc1ccc(Cl)cc1)NCc1ccc(F)cc1,-1%,11%,-4%,0%,1%,2%,0,-0.8
O=C(c1ccccc1NS(=O)(=O)c1ccc(F)cc1)N1CCc2ccccc21,-18%,-9%,-6%,-12%,-1%,13%,9,1.1
COc1ccc(NC2CCCN(C(=O)CN3CCOC3=O)C2)cc1OC (centres undefined),-3%,7%,-10%,-3%,-1%,2%,-1,-2.4
CC(C)(C)NC(=O)CN(C(=O)CN1C(=O)C(=O)c2ccccc21)C(C)(C)C,5%,1%,-7%,1%,-3%,-11%,-5,-2.0
CS(=O)(=O)c1cccc(-c2nnc(NC(=O)c3ccc4ncsc4c3)o2)c1,-12%,-13%,-3%,-3%,1%,12%,-5,-1.0
O=C(Cc1cccs1)Nc1nnc(CCc2ccccc2)s1,-7%,1%,-3%,7%,-2%,-7%,/,1.4
CN(C)CCN(Cc1ccccc1)c1ccccn1,0%,-9%,-20%,0%,-16%[15.4 µM],-8%,3,1.4

Screens: PubChem, National Center for Advancing Translational Sciences (NCATS)
